High-throughput results (PubChem BioAssay)
HSF-1 act: HSF-1 activators, primary screen, NIH3T3-HGL cells, MG132 stress, luminescence, single point | NIH3T3-HGL HSF-1 luciferase reporter, 8 h; 100% = twice DMSO control signal | activation, % at 9 µM | hit rate 1.7% among 300,000 | AID 504408, 2011;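 active = mean replicate activation of at least 50% with a set share of replicates each reaching 50%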;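 note: 0% = median of the neutral control wells and 100% = twice that signal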
KLF5 inh: KLF5 expression inhibitors, primary screen, DLD-1 cells, luminescence | DLD-1 KLF5 promoter-luciferase reporter | inhibition, % at 5 µM | hit rate 0.23% among 290,000;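 active = inhibition above a per-plate limit of that plate's mean compound inhibition plus 3 SD, cut at about 60% in these data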;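 note: 0% = DMSO wells and 100% = LY294002 at 200 µM; higher means less KLF5 promoter-driven luciferase light; inactives centre near -14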
HSP90 inh: HSP90 inhibitors, primary screen, cell lysate, luminescence | inhibition, % at 5.6 µM | Heat shock protein HSP 90 (rabbit reticulocyte lysate; luciferase refolding) | hit rate 0.91% among 290,000 | Rabbit reticulocyte lysate, luciferase refolding luminescence, 3 h;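 active = inhibition above the screen-wide mean plus 3 SD, computed separately per campaign, cut at about 16% in these data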;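 note: 0% = DMSO wells and 100% = 60 µM geldanamycin wells; inhibitors lower the luminescence because luciferase stays unfolded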
IEC-6 tox: cytotoxicity in IEC-6 intestinal epithelial cells, primary screen, cytotoxicity control for KLF5 inhibitor project, cell-based, luminescence. IEC-6 cytotoxicity, luminescence viability. inhibition, % at 5 µM. hit rate 0.78% among 290,000. AID 1825, 2009; in the data active = inhibition above about 22%;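 note: 0% = plate median of test compound wells and 100% = cytotoxic reference compound wells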
AI-2 QS mod: Vibrio harveyi AI-2 quorum sensing modulators, primary screen, JMH597 strain, luminescence/OD600 ratio | Vibrio harveyi JMH597 AI-2 luminescence/OD600 ratio, 9 h; active compounds read low; strain lacks LuxN and CqsS sensors; 0 = neutral-control median | activity change, % at 7.5 µM | hit rate 0.4% among 300,000 | AID 2094, 2009; in the data active = activity change below about -75%, passing the limit was not always enough;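 note: luminescence divided by OD600 gain over 9 h not by final OD600 alone; inactives centre near 13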
GSK3beta inhib: human GSK3beta kinase inhibitors, primary screen, biochemical, cell-free homogeneous, HTS; activity score (negative = inhibition), % at 10 µM; Glycogen synthase kinase-3 beta (Homo sapiens), P49841; hit rate 0.038% among 300,000; AID 2097, 2009; GST-GSK3beta kinase, ADP-Glo luminescence, 60 min; active compounds read low;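 active = more than half of replicate wells score below -50%, meaning over 50% inhibition versus plate controls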;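 note: 0% = median DMSO wells and -100% = median GW8510 positive control wells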
Target sequence (P49841 whole entry, looked up): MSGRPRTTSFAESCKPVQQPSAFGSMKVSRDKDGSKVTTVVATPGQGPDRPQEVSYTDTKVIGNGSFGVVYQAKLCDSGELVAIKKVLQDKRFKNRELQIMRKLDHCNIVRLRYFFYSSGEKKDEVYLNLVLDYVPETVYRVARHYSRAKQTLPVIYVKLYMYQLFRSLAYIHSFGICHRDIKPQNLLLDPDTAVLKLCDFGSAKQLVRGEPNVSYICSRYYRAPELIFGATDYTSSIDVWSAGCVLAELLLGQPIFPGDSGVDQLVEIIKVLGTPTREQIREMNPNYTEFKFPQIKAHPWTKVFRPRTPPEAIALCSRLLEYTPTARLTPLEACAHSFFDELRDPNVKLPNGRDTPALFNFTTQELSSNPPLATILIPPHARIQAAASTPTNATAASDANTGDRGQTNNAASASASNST
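Test system: GST-fused GSK3beta enzyme, cell-free | Quantity: 1.6 ng GST-GSK3beta enzyme per well | Reagent: 25 µM ATP with peptide substrate | Schedule: 60 min enzyme reaction, room temperature | Signal: Luminescent ADP-Glo measurement of ADP formed | Read-out basis: Score relative to plate controls | Control set: DMSO and 20 µM GW8510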
PolyA inhibitor: polyadenylation inhibitors in yeast reporter cells, primary screen, luminescence, S. cerevisiae. S. cerevisiae SKY197-pL101 polyadenylation reporter, beta-gal luminescence; efflux-impaired pdr1/pdr3 knockout yeast; score 100 = 6 SD above DMSO. calls only at 12 µM. hit rate 0.02% among 300,000;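 active = lowest replicate activity score at least 50, where 100 means six control SD above control mean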;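 note: yeast exposed to compound for 9 h at 30 °C; higher score means more reporter readthrough which indicates perturbed polyadenylation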
GSK3 alpha inh: blockers of GSK3A enzyme activity – biochemical, luminescence, cell-free homogeneous, HTS, primary screen; GSK-3 alpha kinase, ADP-Glo luminescence, 60 min; inhibition, % at 10 µM; hit rate 0.1% among 320,000;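 in the data active = inhibition above about 50%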;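 note: GST-tagged GSK-3 alpha with peptide substrate and 25 µM ATP; 0% = DMSO neutral wells and 100% = GW8510 positive control wells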
Target sequence (P49840 whole entry, looked up): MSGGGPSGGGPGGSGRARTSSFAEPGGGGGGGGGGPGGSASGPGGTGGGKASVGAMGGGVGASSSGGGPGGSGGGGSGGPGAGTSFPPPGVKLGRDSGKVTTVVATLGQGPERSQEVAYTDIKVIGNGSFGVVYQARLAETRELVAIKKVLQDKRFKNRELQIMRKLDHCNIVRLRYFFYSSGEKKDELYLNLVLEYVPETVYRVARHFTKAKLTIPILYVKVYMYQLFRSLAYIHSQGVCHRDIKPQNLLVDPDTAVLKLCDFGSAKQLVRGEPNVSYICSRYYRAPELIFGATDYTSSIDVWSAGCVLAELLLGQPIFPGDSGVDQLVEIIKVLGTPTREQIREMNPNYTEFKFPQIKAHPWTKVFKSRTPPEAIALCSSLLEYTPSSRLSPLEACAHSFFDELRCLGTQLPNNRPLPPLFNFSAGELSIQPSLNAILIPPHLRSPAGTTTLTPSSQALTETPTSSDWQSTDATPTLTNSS
aSyn UTR inh: MLPCN primary screen, SNCA 5' untranslated region | alpha-synuclein 5'UTR reporter, inhibitor activity | inhibition, % (tested at 7.5 µM) | hit rate 0.82% among 300,000 | AID 1813, 2009; in the data active = inhibition above about 60%;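 note: H4 neuroglioblastoma cells stably carrying SNCA 5'UTR luciferase fusion; 0% = DMSO wells and 100% = positive control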
HSF1 inhib: HSF1 inhibitors in luciferase reporter cells, primary screen, cell-based, NIH3T3, luminescence; NIH3T3-HGL HSE-luciferase, MG132-induced, luminescence 8 h; active compounds read low; activity change, negative = inhibition, % at 7.5 µM (by protocol); hit rate 0.77% among 300,000; AID 2098, 2009;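 active = more than half of replicate wells show activity change below -50%, luminescence cut by over half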;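 note: luciferase reports HSF-1 transcriptional activity via heat shock element; 0% = median of DMSO wells and -100% = zero luminescence signal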
Numbers without * were called inactive; i = inactive; . = no result given; & = joins results of further samples; ! = repeats disagree. Not all compounds are listed; the hit share may differ from the screen's.

Structure	HSF-1 act	KLF5 inh	HSP90 inh	IEC-6 tox	AI-2 QS mod	GSK3beta inhib	PolyA inhibitor	GSK3 alpha inh	aSyn UTR inh	HSF1 inhib
CCCCn1c(=O)c(C(=O)NC(C)c2ccccc2)c(O)c2ccccc21 (stereo unspecified)	5	-23	-2	6	14	2	i	-1	7	-1
CN1CCCC(C(=O)c2ccc(Cl)cc2)C1 (stereo unspecified)	-20	-34	0	2	3	-1	i	-1	6	1
CCOC(=O)C1(CCc2ccccc2)CCN(CC(O)CO)CC1 (stereo unspecified)	6	-8	-4	1	-1	-2	i	1	-10	-6
CCCN1CCCC(C(=O)c2cc(C)c(OC)c(C)c2)C1 (stereo unspecified)	-4	-16	1	6	-11	-4	i	0	3	-7
Cn1cnc(CCN)c1	-12	.	.	.	8	2	i	2	15	-4
COc1ccc(OCC(=O)N2CCN(Cc3ccc4c(c3)OCO4)CC2)cc1	-10	-42	1	-3	35	2	i	-2	-31	-11
CCOc1cc(CNCCc2c[nH]c3ccccc23)cc(Cl)c1OCC	15	-9	7	6	11	-5	i	2	14	11
COC(=O)C1=C(c2cc3ccccc3o2)C[C@@H]2CC[C@H]1N2C(=O)NCCCOC(C)C	10	.	.	.	1	15	i	1	12	3
O=C(c1ccc(Cl)cc1)C1CCCN(Cc2ccc3c(c2)OCCO3)C1 (stereo unspecified)	-69	-25	3	2	24	2	i	-1	15	-60*
O=C1NC(=O)N(Cc2ccco2)C(=O)/C1=C/C=C/c1ccco1	31	-18	2	-8	27	2	i	-4	-288	15
CCN(CC)CCCN=C(C)c1c(O)n(-c2ccc(C)cc2)c(=O)[nH]c1=O	6	-2	-1	0	-1	0	i	1	4	1
C1CCCN(C2CCNCC2)CC1	-20	-12	2	-2	13	1	i	-2	-4	-1
CC1OC(NCCc2ccccc2)C(O)C(O)C1O (stereo unspecified)	9	2	-2	1	23	3	i	-1	-4	-1
O=C(c1ccccc1F)N1CCC2(CC1)OCCO2	9	-16	5	6	8	-2	i	-1	-3	-1
CCN(CC)S(=O)(=O)c1ccc(C)c(NCC(=O)Nc2ccc(C#N)c(Cl)c2)c1	24	11	-3	-2	27	0	i	2	1	17
COc1ccc(N2C(=O)NC(=O)/C(=C\c3cn(CC(=O)N4CCOCC4)c4ccccc34)C2=O)c(OC)c1	9	-42	-3	0	26	0	i	-2	-16	-2
Nc1ccc2cc(Br)ccc2c1	-20	27	4	0	18	0	i	1	-59	-17
COc1ccc(-n2c(O)c(C=NCc3ccc4c(c3)OCO4)c(=O)[nH]c2=O)cc1	21	-8	3	6	12	-12	i	49	5	14
C1=C(c2c[nH]c3ccccc23)CCN(Cc2ccccc2)C1	-6	7	3	7	17	0	i	3	35	-4
Cc1cc(C)c(C(=O)CN2CCOCC2)c(C)c1	10	-26	2	-9	33	-7	i	0	-15	1
CNc1cc(N2CCNCC2)ccc1[N+](=O)[O-]	0	-14	-4	-4	28	1	i	-3	12	-4
c1cncc(C2Nc3cccc4cccc(c34)N2)c1	9	27&0	12&10	38*!	6	-1	i	-3	0	-4
COc1ccc(Oc2cc(NC(=O)c3nn(C)cc3[N+](=O)[O-])cc([N+](=O)[O-])c2)cc1	-57	-26	3	15	18	-5	i	-2	-61	-54*
CCOC(=O)c1c(C)n(Cc2ccco2)c2c1cc(O)c1ccccc12	18	-26	-2	-7	21	1	i	-2	-17	9
O=P1(Nc2cccnc2)COc2ccccc2OC1	-4	-15	0	0	16	-6	i	0	-13	-7
O=C(c1cc(C(=O)NCc2ccc(Cl)cc2)c(=O)n(Cc2ccc(Cl)cc2)c1)c1cc(F)ccc1O	11	-34	-5	2	26	0	i	0	18	2
Cc1cc(OCc2ccc([N+](=O)[O-])cc2)c2c3c(c(=O)oc2c1)CCCC3	-6	-21	-3	1	23	-1	i	.	-10	-4
O=[As](O)(O)c1ccc(N=Nc2ccc(O)cc2)cc1	16	-9	-1	-4	22	0	i	-2	2	-1
O=C(c1ccc(Cl)cc1)C1CCCN(Cc2ccc3ncccc3c2)C1 (stereo unspecified)	24	-23	1	2	13	3	i	-3	2	3
Cc1ccsc1C(=O)C1CCCN(Cc2cccn2-c2ccccn2)C1 (stereo unspecified)	-20	-14	-2	0	-1	-2	i	1	20	-8
O=C(NC(Cc1cnc[nH]1)C(=O)O)c1ccccc1 (stereo unspecified)	1	0	-2	-2	40	-2	i	-2	3	-10
CCC(CO)(C(=O)OC1CC2CCC(C1)N2C)c1ccccc1 (stereo unspecified)	3	-7	12	0	5	0	i	-1	-4	-1
CCOP(=O)(C#Cc1ccccc1)C(O)c1ccc(Br)cc1 (stereo unspecified)	35	5	0	-1	6	5	i	0	3	10
Cc1ccc(S(=O)(=O)N2CCCC2c2cccnc2)cc1 (stereo unspecified)	-2	6	1	-3	14	-1	i	2	15	-11
CCC(=O)Nc1ccccc1	11	-46	-4	-4	-1	0	i	0	-5	5
CCCCCCOc1ccc(CN2CCN(CCO)CC2)cc1	-41	-52	3	-4	7	1	i	2	15	-36
CCC(=O)c1cn(Cc2ccc(C#N)cc2)c2ccccc12	-5	3	-5	-2	6	-2	i	-6	16	4
CCN(CC)P(=O)(Oc1cccc(C)c1)N(CC)CC	-3	-18	-3	-3	26	2	i	-1	0	-1
COc1ccc(CCNC(C)CCc2ccc(OC)cc2)cc1 (stereo unspecified)	.	-15	-2	2	5	0	i	-2	2	.
O=C(c1ccc(Cl)cc1)C1CCCN(Cc2cccc3cnccc23)C1 (stereo unspecified)	32	-22	-2	-3	9	2	i	-3	-3	14
CC(C)Nc1ccc(Nc2ccccc2)cc1	11	.	.	.	-28	-4	i	1	-24	-3
COC1CCCCC1NCCc1ccccc1 (stereo unspecified)	-19	-20	-1	-1	7	0	i	-1	1	-5
O=c1[nH]c(=S)n(-c2ccccc2Cl)c(O)c1C=NCCN1CCNCC1	-9	-21	-3	-4	23	-8	i	15	-13	-3
CC(C)CCn1c(N)c(C(=O)OCC2CCCO2)c2nc3ccccc3nc21 (stereo unspecified)	43	9	0	1	32	-1	i	15	17	18
C#C[C@]1(O)CCC2C3CCC4=C/C(=N/OCC(=O)NC(C)C(=O)NC(CCSC)C(=O)O)CC[C@]4(C)C3CC[C@@]21C (stereo partly specified)	-15	-18	-2	1	15	3	i	-2	6	-4
CCCCNC(=S)N1CCn2cccc2C1c1cccnc1 (stereo unspecified)	2	-21	1	1	22	5	i	1	-3	8
CN1CN=C(N[N+](=O)[O-])N(Cc2ccco2)C1	10	-13	-4	-1	26	0	i	-1	-9	2
COc1cc(CN=C(C)c2c(O)n(C)c(=O)n(C)c2=O)cc(OC)c1	.	17	0	6	21	9	i	0	.	.
CCCNC(=O)N1C2CCC1CC(O)(c1cccnc1)C2 (stereo unspecified)	4	-16	-5	-8	18	11	i	2	7	-1
CCCCCn1c(=O)c(C(=O)Nc2ccccc2C)c(O)c2ccccc21	20	-39	3	1	-1	0	i	-1	-83	10

Next section.
Structure	HSF-1 act	KLF5 inh	HSP90 inh	IEC-6 tox	AI-2 QS mod	GSK3beta inhib	PolyA inhibitor	GSK3 alpha inh	aSyn UTR inh	HSF1 inhib
NS(=O)(=O)OC(CCc1ccccc1)C(Cl)(Cl)Cl (stereo unspecified)	-5	-15	-2	2	-6	2	i	2	7	2
CCC(C)NC(=O)CN1C(=O)CN=C(c2ccccc2)c2ccccc21 (stereo unspecified)	-55	10	2	-2	-16	-1	i	-4	17	.
CCOc1ccc(-n2c(O)c(N=Nc3c(C)n(C)n(-c4ccccc4)c3=O)c(=O)[nH]c2=O)cc1	12	5	9	4	25	-1	i	-2	3	-1
Cc1ccc(C2(O)CC(C)N(C)CC2C)cc1 (stereo unspecified)	6	-17	1	3	11	-1	i	-3	7	-3
O=C(C(=O)N1CCOCC1)c1cn(CCCOc2ccccc2)c2ccccc12	10	-2	-1	1	9	0	i	-5	9	0
CC1=[N+]([O-])C2(N)CCc3nonc3C2(O)C1 (stereo unspecified)	-45	-39	2	0	5	2	i	1	4	-29
CCn1c(O)c(C=Nc2ccc(N3CCOCC3)cc2)c(=O)n(CC)c1=S	-37	-14	5	-11	-4	-1	i	-3	-27	-29
O=Cc1c(C(=O)O)n(Cc2ccccc2Cl)c2ccccc12	-3	-5	4	3	9	4	i	-7	9	-1
COc1cccc(C(=O)N2C[C@H]3C[C@@H](C2)c2cccc(=O)n2C3)c1	9	13	-2	0	6	4	i	0	-1	3
O=C(C(=O)N1CCOCC1)c1cn(Cc2ccccc2Cl)c2ccccc12	-3	-15	-2	1	14	1	i	4	4	4
